MITF primary = human MITF inhibition, primary screen; O75030; AID 1259374; inhibition, % at 2.6 µM; actives 0.91% (n = 650,000); AlphaScreen MITF homodimerization, bead proximity signal; in the data active means inhibition above about 50%;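 further: 0% = vehicle wells with protein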
Target sequence (O75030 whole entry, looked up): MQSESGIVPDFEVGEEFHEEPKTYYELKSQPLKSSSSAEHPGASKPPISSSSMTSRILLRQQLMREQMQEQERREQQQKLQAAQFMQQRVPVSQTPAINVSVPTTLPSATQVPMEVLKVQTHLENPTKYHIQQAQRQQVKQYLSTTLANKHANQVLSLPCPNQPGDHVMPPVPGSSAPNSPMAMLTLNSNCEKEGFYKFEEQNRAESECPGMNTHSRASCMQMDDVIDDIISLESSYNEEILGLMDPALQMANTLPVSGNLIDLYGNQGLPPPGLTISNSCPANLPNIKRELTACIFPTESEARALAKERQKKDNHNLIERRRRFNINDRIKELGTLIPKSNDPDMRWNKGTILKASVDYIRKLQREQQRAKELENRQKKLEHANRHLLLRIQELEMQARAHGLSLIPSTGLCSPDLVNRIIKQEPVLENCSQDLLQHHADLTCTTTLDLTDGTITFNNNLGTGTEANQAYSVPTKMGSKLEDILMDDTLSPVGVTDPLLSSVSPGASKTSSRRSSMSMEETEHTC
GPR151 ag = activates the human receptor GPR151; Q8TDV0; PathHunter beta-arrestin GPR151 cells, luminescence; activation, % at 11.2 µM; actives 1% (n = 650,000); AID 1508602; in the data active means activation above about 4.9%;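 further: 0% = median of compound wells and 100% = cells with positive control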
Target sequence (Q8TDV0 whole entry, looked up): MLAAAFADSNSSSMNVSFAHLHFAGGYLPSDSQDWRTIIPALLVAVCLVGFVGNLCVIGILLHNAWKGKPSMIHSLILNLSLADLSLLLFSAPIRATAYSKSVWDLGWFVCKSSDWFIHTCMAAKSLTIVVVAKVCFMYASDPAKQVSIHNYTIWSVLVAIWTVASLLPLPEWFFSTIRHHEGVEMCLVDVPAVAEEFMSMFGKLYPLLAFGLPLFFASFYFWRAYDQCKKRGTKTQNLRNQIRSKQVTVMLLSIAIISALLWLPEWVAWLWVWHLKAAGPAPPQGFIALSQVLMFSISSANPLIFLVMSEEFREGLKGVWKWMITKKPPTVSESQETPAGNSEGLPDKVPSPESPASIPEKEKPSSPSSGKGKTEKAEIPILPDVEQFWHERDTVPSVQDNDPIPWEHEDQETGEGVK
FBW7 act = activators of human E3 ligase FBW7; Q969H0; AlphaScreen FBW7–phospho-cyclin E peptide binding, activator screen; normalized activity (activation), % at 26.1 µM; actives 0.13% (n = 650,000); AID 1259310; in the data active means normalized activity above about 1.9%;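 further: purified mutant Fbw7 with reduced substrate affinity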
TEAD-YAP inh = TEAD-YAP interaction inhibition; HEK-TIYL cells, TEAD-Gal4/YAP UAS-luciferase luminescence; inhibition, % at 9.12 µM; actives 1.4% (n = 640,000); in the data active means inhibition above about 32%;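 further: 0% = median of test compound wells and 100% = reference inhibitor wells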
* = called active by the depositor; & = joins results of further samples.

SMILES	MITF primary	GPR151 ag	FBW7 act	TEAD-YAP inh
Cc1cc(Cl)ccc1OCC(=O)Nc1sc2c(c1C#N)CCCCC2	0.9	1.2	-0.1	-3.9
CSc1ccc(S(=O)(=O)Nc2cccc(Br)c2)cc1	8.8	0.1	0.1	3.5
COCCSc1nnc(C2CCN(Cc3cccn3C)CC2)n1C	-3.5	-0.6	-0.1	5.0
COCc1ccc(CN2CCOc3ccc(CN4CCN(c5ccccn5)CC4)cc3C2)o1	5.4	-1.0	-0.1	-2.3
COc1cc(CN2CCN(C/C=C/c3ccccc3)CC2)c([N+](=O)[O-])cc1OC	3.6	-1.1	-0.1	0.2
C/C(=N\Nc1ccc([N+](=O)[O-])cc1)c1ccc(N)cc1	16.2	-0.2	0.8	-17.8
O=C(Nc1ccccc1Cl)C1(S(=O)(=O)c2ccc(Cl)cc2)CC1	0.2	1.4	0.1	19.0
COc1ccc2c(c1)CC(C(=O)Nc1ccc(-c3cn[nH]c3)cc1C(=O)N(C)C)CO2 (stereo not given)	4.0	0.4	0.0	-6.3
C=CCNC(=S)N1CCc2c([nH]c3ccccc23)C1C (stereo not given)	3.7	0.0	0.1	-1.7
CNc1nc(SCC(=O)OC)nc(N2CCOCC2)n1	8.2	2.9	-0.2	1.0
Cn1c(SCCOc2ccccc2Cl)nnc1-c1ccncc1	11.1	2.7	-0.3	0.9
O=C1CCCN1CCCNc1nc(Nc2ccc(N3CCOCC3)cc2)c2ncn(CCN3CCCC3=O)c2n1	0.0	-0.2	-0.3	1.8

4 entries from above, sorted by number of heavy atoms, falling.
SMILES	MITF primary	GPR151 ag	FBW7 act	TEAD-YAP inh
COc1ccc2c(c1)CC(C(=O)Nc1ccc(-c3cn[nH]c3)cc1C(=O)N(C)C)CO2 (stereo not given)	4.0	0.4	0.0	-6.3
COc1cc(CN2CCN(C/C=C/c3ccccc3)CC2)c([N+](=O)[O-])cc1OC	3.6	-1.1	-0.1	0.2
COCCSc1nnc(C2CCN(Cc3cccn3C)CC2)n1C	-3.5	-0.6	-0.1	5.0
O=C(Nc1ccccc1Cl)C1(S(=O)(=O)c2ccc(Cl)cc2)CC1	0.2	1.4	0.1	19.0

The results go on.
SMILES	MITF primary	GPR151 ag	FBW7 act	TEAD-YAP inh
CC(C)C(=O)NCC(c1cccs1)S(=O)(=O)c1ccccc1 (stereo not given)	1.9	0.3	0.1	-7.4
COc1ccc(C(=O)N2CCN(Cc3ccc(OC)c(OC)c3OC)CC2)cc1OC	35.4	-0.4	0.0	8.6
O=S(=O)(Nc1ccc(Br)cc1F)c1ccccc1F	-6.1	-0.7	-0.1	0.6
COCc1cc(=O)n2[nH]c(-c3cccc(Br)c3)cc2n1	11.3	-3.5	-0.1	-18.6
CC1(C)CC(=O)c2cc(OCC(=O)NCc3ccccc3)ccc2O1	5.1	0.1	-0.1	-6.4
O=C(NNS(=O)(=O)c1ccccc1[N+](=O)[O-])c1cccs1	-8.1	0.1	-0.3	-18.6
COC(=O)c1sccc1OCCBr	-6.0	0.4	0.4	4.3
Cn1c(=O)c(-c2cc(Br)ccc2N)nc2cc([N+](=O)[O-])ccc21	7.0	1.3	0.0	-4.3
CSCCCNC(=O)c1cc(COc2c(F)cccc2F)on1	8.5	-0.8	0.2	-4.7
O=C1N[C@H](Cc2ccc(O)cc2)C(=O)N2CCN(Cc3ccccc3Cl)C[C@H]12	13.5	2.3	0.6	4.3
COCc1nnc(NC(=O)CCSc2ccccc2)s1	7.8	3.3	0.6	-1.8
Cc1cc(/C=C2/SC(=S)NC2=O)c(C)n1-c1ccc([N+](=O)[O-])cc1	13.1	-1.5	-0.1	-0.9
CCOc1ccc(C2=NC(c3ccc(F)cc3)NC(c3ccccc3O)C2)cc1 (stereo not given)	11.0	2.7	0.1	-61.4
CC(C)c1ccccc1NC(=O)COc1cc(Cl)ccc1Cl	3.7	-0.8	0.6	8.2
O=C(OC1OCCOC1OC(=O)c1ccc(F)cc1)c1ccc(F)cc1 (stereo not given)	7.8	0.2	0.3	9.4
C=COCCNC(=O)C(=O)Nc1ccc(C)cc1	2.2	1.0	0.0	-38.8
C=CCOc1c(Br)cc(/C=C2/NC(=S)N(C(C)=O)C2=O)cc1OCC	5.0	0.5	-0.1	4.3
Cc1ccc(NC(=O)C(C)NC(=O)OC(C)(C)C)c(C)c1 (stereo not given)	6.1	-0.2	0.1	6.4
N#Cc1c(-c2cccs2)cc(C2CC2)nc1SCc1ccc([N+](=O)[O-])cc1	4.1	0.3	0.0	2.4
COc1nonc1OCC(C)(C)Nc1ccc([N+](=O)[O-])cc1[N+](=O)[O-]	-4.0	0.5	-0.3	-6.3
COc1ccccc1NC(=O)C1=C(C)NC(=S)NC1c1cccs1 (stereo not given)	23.1	-0.6	0.6	7.9
CCOc1ccc(NC(=O)N2CCC(n3c(=O)[nH]c4ccccc43)CC2)cc1	14.9	-1.2	0.8	-1.0
O=C1COc2cc(S(=O)(=O)N3CCC(C(=O)Nc4ccc(F)cc4)CC3)ccc2N1	3.6	0.3	0.7	-6.5
COc1cc2nc(-c3c(C)nn(C)c3C)nc(Nc3ccc(N4CCOCC4)cc3)c2cc1OC	13.1	-1.6	0.3	-10.7
O=C1NC(c2cccc([N+](=O)[O-])c2)c2c1n[nH]c2-c1ccco1 (stereo not given)	-9.5	1.7	-0.1	-7.4
Cc1ccc2nc(SCCN3CCOCC3)[nH]c2c1	12.2	-1.1	-0.2	-45.0
CC(=O)N1CC(C)Sc2cc(S(=O)(=O)N3CCCCC3)ccc21 (stereo not given)	5.4	1.6	0.0	5.3
Cc1ccc(S(=O)(=O)NCC(c2ccc(N(C)C)cc2)N2CCN(C)CC2)cc1 (stereo not given)	-11.9	-0.8	-0.1	9.2
CCOc1ccccc1-c1cc(=O)c2ccc(NC(=O)c3ccc(F)cc3)cc2o1	11.3	-2.1	0.3	15.4
CC1CCC(NC(=O)Cn2c(=O)oc3cc(S(=O)(=O)N4CCCC4)ccc32)CC1 (stereo not given)	15.7	2.2	-0.1	-0.5
COC(=O)c1ccc(C(=O)Nc2ccc3nc(-c4ccccc4)[nH]c3c2)cc1	1.2	-0.1	0.1	-10.1
O=C(Oc1cccc(/C=N/NC(=O)C(O)c2ccccc2)c1)c1cccs1 (stereo not given)	12.5	1.2	0.0	-1.2
COc1ccccc1N(CN1C(=O)C2CCCCC2C1=O)C(C)=O (stereo not given)	7.6	1.1	-0.1	-2.5
O=C(NCCO)/C(=C\c1cccc([N+](=O)[O-])c1)NC(=O)c1ccccc1Br	1.2	2.1	-0.2	6.7
CC1(C)CC(NC(=O)c2ncn[nH]2)CC(C)(C)N1	-11.4	0.0	-0.1	-2.0
Cc1cc(C)n(C(C)CC(=O)OCC(=O)c2ccc(Cl)cc2)n1 (stereo not given)	16.1	-0.6	0.1	5.2
Cc1noc(C)c1-c1nccc(Nc2ccc(Oc3ccccc3)cc2)n1	-3.1	0.4	0.2	-19.4
CCCN(Cc1cc(OC)c(OC)cc1[N+](=O)[O-])CC1CC1	-5.5	-0.2	-0.5	-4.5
CSc1nnc(C)c(=O)n1COC(=O)c1cc2ccccc2o1	9.5	7.5*	0.3	8.8
COc1ccccc1N1CCN(c2nc(-c3ccccc3O)nc3ccccc23)CC1	-10.1	-1.0	0.0	-2.6
O=C(CSc1nnc2sc3ccccc3n12)N1CCCCCC1	15.8	-2.2	0.8	6.6
O=C(NC1CC(=O)N(c2ccc(Cl)cc2)C1)N1CCC(O)CC1 (stereo not given)	-0.8	-0.9	0.0	-2.8
COCCCNC(=O)c1sc2ncn(CC(=O)Nc3ccc(C)c(Cl)c3)c(=O)c2c1C	2.2	-1.2	0.1	6.1
CCOC(=O)c1c(C)n(C)c2c1cc(OC(=O)C(C)C)c1ccccc12	-14.1	-0.4	0.0	-2.4
CC(C)CC(C(=O)N1CCc2ccccc21)N1Cc2ccccc2C1=O (stereo not given)	15.1	-1.5	0.7	7.3
COC(CNC(=O)c1ccc2c(c1)ncn2-c1ccc(F)cc1F)OC	2.4	-0.4	-0.1	-2.4
O=C(NCc1ccccc1)c1nn2c(c1Cl)NC(c1cccs1)CC2C(F)(F)F (stereo not given)	10.1	-0.5	0.3	3.2
COc1ccccc1NC(=S)N1CCC(C(N)=O)CC1	-9.4	-0.1	-0.1	-5.8
CCc1ccc(NC(=O)c2cc3ccccc3o2)cc1	-0.8	-1.1	0.1	-51.5
O=C1C2CC=CCC2C(=O)N1c1ccc(OC(F)(F)F)cc1 (stereo not given)	12.1	-1.0	0.1	-2.0
COc1ccc(NC(=O)CN2CCN(S(=O)(=O)c3ccc(Br)cc3)CC2)cc1OC	4.6	1.9	0.1	2.4
O=C(Nc1ccc(Br)cc1)Nc1nnc(N2CCCC2)s1	14.2	-2.0	0.1	2.9
COCCn1nnnc1C(c1ccccc1F)N1CCN(C(=O)c2ccco2)CC1 (stereo not given)	-5.5	-0.7	0.2	11.4
CC(=O)c1ccc(NC(=O)C(C)Sc2nnc(N)s2)cc1 (stereo not given)	8.6	0.9	-0.1	-1.7
COc1cc(CN2CCN(Cc3ccc(F)cc3)C(CCO)C2)ccc1O (stereo not given)	-1.5	0.2	-0.1	4.0
C=CCn1c(=N)n(CCOc2ccccc2)c2ccccc21	2.2	-0.2	-0.1	-0.7
COc1cc(CN2CCN(Cc3cccs3)C(CCO)C2)c(Cl)cc1O (stereo not given)	17.1	0.0	0.1	1.7
COc1ccc(CN2CCC3(CC2)CC(=O)c2ccccc2O3)cc1	9.1	-1.0	-0.3	14.2
O=C(O)Cn1cnc2scc(-c3ccc(Br)cc3)c2c1=O	13.3	0.2	0.7	7.6
CCOC(=O)C1=C(C)NC(=O)N(C(C)=O)C1c1ccccc1Cl (stereo not given)	9.4	0.2	0.3	4.2

Following part.
SMILES	MITF primary	GPR151 ag	FBW7 act	TEAD-YAP inh
CCOc1cc(/C=C2\SC(=Nc3ccccc3)N(C3CCCCC3)C2=O)ccc1OCc1ccccc1	-1.4	-0.6	-0.1	-7.9
Cc1c(Cl)c(-c2n[nH]c(=S)n2CC(C)C)nn1C	5.6	-0.6	1.0	-1.7
CS(=O)(=O)N(CC(=O)Nc1ccccc1Cl)c1cccc(Cl)c1Cl	9.7	4.2	0.8	-8.0
COc1cc(C)c(CN2CCC3(CCC(CNC(=O)c4ccnn4C)O3)CC2)cc1C (stereo not given)	17.3	0.3	0.1	4.2
Cc1ccc(/C=C/C(=O)Nc2ccc3ccccc3c2)o1	-4.6	-1.9	0.2	-69.5
COC(=O)C1=C(N)OC2=C(C(=O)CC(c3ccccc3)C2)C1c1cc([N+](=O)[O-])ccc1Cl (stereo not given)	-5.4	1.5	0.0	2.4
CCOc1ccc(NC(=O)c2ccc(Cl)s2)cc1	-7.2	-3.4	-0.2	-61.6
O=C1NC2(CCCCC2)NN1c1ccc(Cl)cc1	-8.8	-0.3	0.0	-3.9
CC(=O)N(C)c1nc(-c2ccccc2)ccc1C(=O)NC1CCCCC1	-7.6	-0.4	-0.1	5.6
CCc1c(C)nc(-n2nc(C)cc2C)n(CC(N)=O)c1=O	9.7	0.1	0.1	4.1
COc1ccc(-c2csc(Cc3nc(O)cs3)n2)cc1	-14.4	-1.1	-0.1	-60.7
COc1ccccc1Oc1ccc(S(=O)(=O)N2CCCCC2C)cc1 (stereo not given)	-4.6	-0.4	-0.1	-5.8
CSc1ccc(C2OC3=C(C(=O)CC(C)(C)C3)C(N)=C2C#N)cc1 (stereo not given)	-8.9	2.1	1.5	-9.4
N#Cc1ccc(Cn2cnc([N+](=O)[O-])c2)cc1	-17.0	-0.2	0.0	-3.0
CCOc1ccc(NC(=O)CSc2nc3ccc(Br)cc3c3nc4ccccc4n23)cc1	-2.4	0.4	-0.1	5.8
COc1ccccc1-c1ocnc1C(=O)NC(C)CCc1ccco1 (stereo not given)	-9.6	-1.0	0.1	-9.1
CC(=O)Oc1cccc(C(=O)Nc2cccc(C(=O)O)c2)c1	15.3	-8.4	0.3	3.8
CCN(CC)CCNc1c([N+](=O)[O-])c(=O)oc2ccccc12	1.2&1.0	-3.1&-3.4	0.3&0.0	-12.3&3.4
CCn1nnnc1SCC(=O)Nc1ccc(NC(C)=O)cc1	-9.4	-1.7	0.9	-5.8
O=C(Cn1c(NCCO)nc2ccccc21)Nc1ccc(Cl)c(C(F)(F)F)c1	-5.8	0.4	0.0	-9.3
COc1ccccc1-c1c(C(F)(F)F)oc2c(CN3CCCC3)c(O)ccc2c1=O	-1.7	-0.7	0.0	4.8
CC(=O)Nc1ccc(NC(=S)NC(=O)c2ccccc2Cl)cc1	17.0	-1.6	0.1	-27.9
COc1ccc(C(=O)Nc2nc3c(s2)CN(Cc2ccccc2)CC3)cc1OC	3.2	1.8	0.0	1.1
O=C(CC1C(=O)NCCN1Cc1ccc(F)cc1)NCc1cc2ccccc2[nH]1 (stereo not given)	0.9	-0.9	0.1	10.1
CC(=O)ONc1ccc(S(=O)(=O)N2CCCC(C(=O)O)C2)cc1 (stereo not given)	11.2	0.7	0.1	-0.6
O=C(Nc1nnc(-c2ccc3c(c2)CCCC3)o1)c1ccc([N+](=O)[O-])o1	14.7	-3.6	0.1	-46.0
Cc1nc2c(c(=O)[nH]1)CCN(CC1=Cc3ccccc3OC1)C2	-9.7	1.4	0.2	-1.6

Random excerpt: 4 entries already listed.
SMILES	MITF primary	GPR151 ag	FBW7 act	TEAD-YAP inh
CC(=O)Oc1cccc(C(=O)Nc2cccc(C(=O)O)c2)c1	15.3	-8.4	0.3	3.8
O=C(Cn1c(NCCO)nc2ccccc21)Nc1ccc(Cl)c(C(F)(F)F)c1	-5.8	0.4	0.0	-9.3
O=C(CC1C(=O)NCCN1Cc1ccc(F)cc1)NCc1cc2ccccc2[nH]1 (stereo not given)	0.9	-0.9	0.1	10.1
N#Cc1ccc(Cn2cnc([N+](=O)[O-])c2)cc1	-17.0	-0.2	0.0	-3.0
